Source: PubChem BioAssay
BoNT-F LC inh: BoNT F light chain protease inhibition; Multiplex microsphere protease cleavage assay, flow cytometry; inhibition, % at 10 µM; hit rate 0.22% among 360,000; AID 588497; in the data active means inhibition above about 35%, passing the limit was not always enough; inconclusive means no clear call, values can overlap the other calls; further: plate controls were buffer without enzyme for full effect and enzyme alone for no effect
Mtb BioA inh: BioA (M. tuberculosis) enzyme inhibition | purified M. tuberculosis BioA enzyme, plate reader | inhibition, % at 9.99 µM | hit rate 0.096% among 360,000; in the data active means inhibition above about 40%; inconclusive means no clear call, values can overlap the other calls
GDH-TPI inh: inhibits GDH-TPI coupling enzymes, artifact for Mtb FBA screen; GDH-TPI coupled enzyme counterscreen, NADH absorbance; inhibition, % at 4.8 µM; hit rate 1.2% among 360,000; AID 588335;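 further: 0% = DMSO wells and 100% = wells lacking the enzyme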
BoNT-A LC inh2: BoNT A light chain protease inhibition; multiplex microsphere protease substrate cleavage, flow cytometry; inhibition, % at 10 µM; hit rate 0.17% among 360,000; in the data active means inhibition above about 30%; inconclusive means no clear call, values can overlap the other calls; further: plate controls were buffer without enzyme for full effect and enzyme alone for no effect
FadD28 binding: inhibitors of Mycobacterium tuberculosis FadD28 bisubstrate binding; FadD28 bisubstrate probe binding, fluorescence polarization; hit rate 0.22% among 360,000; inhibition, % at 12.5 µM; AID 588549; in the data active means inhibition above about 8.5%, passing the limit was not always enough; inconclusive means no clear call, values can overlap the other calls
PrPC TRFRET: cell surface PrPC inhibition, primary TR-FRET screen. TR-FRET read-out. inhibition, % at 13.8 µM. hit rate 0.43% among 370,000. AID 720596; in the data active means inhibition above about 24%; further: 0% = median of the test wells and 100% = reference compound wells
Mtb FBA inh: Mtb fructose-bisphosphate aldolase inhibition; AID 588726; purified M. tuberculosis FBA, fluorescence read-out; P9WQA3; hit rate 2.3% among 360,000; inhibition, % at 1 µM; in the data active means inhibition above about 27%;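 further: 0% = vehicle and 100% = reference inhibitor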
Target sequence (P9WQA3 whole entry, looked up): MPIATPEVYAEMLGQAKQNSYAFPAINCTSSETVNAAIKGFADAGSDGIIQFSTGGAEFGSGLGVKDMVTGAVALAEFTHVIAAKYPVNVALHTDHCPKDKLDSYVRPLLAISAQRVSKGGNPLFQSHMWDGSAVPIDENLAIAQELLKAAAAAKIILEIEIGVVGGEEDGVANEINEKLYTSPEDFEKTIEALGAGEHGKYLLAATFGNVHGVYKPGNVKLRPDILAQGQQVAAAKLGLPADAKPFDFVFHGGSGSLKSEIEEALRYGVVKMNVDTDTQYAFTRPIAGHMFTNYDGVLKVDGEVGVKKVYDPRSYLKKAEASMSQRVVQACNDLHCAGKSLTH
UGM FP inh: Mtb UDP-galactopyranose mutase inhibition; P9WIQ1; hit rate 0.06% among 320,000; inhibition, % at 10 µM; purified UGM, fluorescence polarization probe displacement; AID 504406; in the data active means inhibition above about 10%, passing the limit was not always enough; inconclusive means no clear call, values can overlap the other calls
Target sequence (P9WIQ1 whole entry, looked up): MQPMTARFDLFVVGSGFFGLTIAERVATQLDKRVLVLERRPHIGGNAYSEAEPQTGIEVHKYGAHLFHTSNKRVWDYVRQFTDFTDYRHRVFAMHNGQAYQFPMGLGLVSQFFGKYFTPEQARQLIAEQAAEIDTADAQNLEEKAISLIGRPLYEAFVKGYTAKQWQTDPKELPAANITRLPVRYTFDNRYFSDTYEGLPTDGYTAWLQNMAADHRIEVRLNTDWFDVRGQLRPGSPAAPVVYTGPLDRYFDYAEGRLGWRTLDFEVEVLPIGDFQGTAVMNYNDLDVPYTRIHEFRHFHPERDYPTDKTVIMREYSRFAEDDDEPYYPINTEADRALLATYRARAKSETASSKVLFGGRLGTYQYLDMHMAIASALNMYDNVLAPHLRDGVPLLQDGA
CCHF vOTU inh: blocks the CCHF virus ovarian tumor domain protease. inhibition, % at 11.5 µM. hit rate 0.55% among 370,000. AID 651958. CCHFV vOTU protease, Pep-AMC fluorescence; further: 0% = vehicle wells with enzyme and 100% = no enzyme wells
Active calls of the source: *; u = inconclusive; x = not tested or not shown; + = active, no number; & = joins results of further samples. Unless noted, no stated cut-off is given here; in the data, active means inhibition above about 30%; inactive means the rest.

canonical_smiles,BoNT-F LC inh,Mtb BioA inh,GDH-TPI inh,BoNT-A LC inh2,FadD28 binding,PrPC TRFRET,Mtb FBA inh,UGM FP inh,CCHF vOTU inh
CC1(C)Cc2cccc(OCC(=O)N3CCN(c4ccc(F)cc4)CC3)c2O1,-1,1.1,4,-0.1,0.7,-5,-1,1.7,-7
COc1ccc(NC(=O)COC(=O)CN2C(=O)C3CCCCC3C2=O)cc1OC (stereo not drawn),20,-0.8,7,3.3,-1.0,1,15,0.1,-12
Nc1nnc(CSCc2ccccc2Cl)s1,u,0.9,-10,1.1,-4.9,3,2,-2.9,2
COC(=O)c1c(C(=O)OC)c2ccncn2c1Cl,-15,0.5,27,-0.1,-1.8,-1,7,-1.0,1
COc1ccc(-c2nn(CCC#N)cc2/C=N/O)cc1OC,-5,x,-4,0.2,-0.1,2,0,0.9,8
O=C(CNc1cccc2ccccc12)N/N=C/c1cccc(Oc2ccccc2)c1,-5,x,5,-0.8,-4.1,10,8,-1.9,12
Cc1ccc(NS(=O)(=O)c2ccc3c(c2)NC(=O)CCS3)c(Cl)c1,1,-0.9,0,-0.9,-3.8,14,-1,0.3,-11
O=C(Nc1ccc(Cl)c(S(=O)(=O)N2CCOCC2)c1)c1cn2ccccc2n1,1,x,-2,0.4,-2.9,-5,6,3.5,-3
COc1ccc(CCNCc2cccc(C(F)(F)F)c2)cc1OC,0,x,-9,-0.1,-4.5,-4,2,-2.1,-8
Nc1nc(SCC(=O)Nc2ccc(Br)cc2Br)n[nH]1,-2,-0.4,1,0.3,-0.7,4,-1,-0.3,2
O=C(CCc1ccccc1)Nc1ncn[nH]1,-10,-2.0,9,0.3,0.0,8,1,0.5,-3
Cc1cc(N2C(=O)C(O)=C(C(=O)c3ccc(C)o3)C2c2cccc(Cl)c2)no1 (stereo not drawn),5,-1.2,28,0.9,-2.3,-8,0,x,0
CCN(CC)CCn1c2c(c(SCC(=O)Nc3nc4ccccc4s3)nc1=O)CCCC2,-4,x,-1,-2.4,-0.1,-9,2,1.3,14
Cc1ccc2nc(NC(=O)CCNS(=O)(=O)c3ccc(Br)s3)sc2c1,1,x,8,0.8,-8.8,x,-3,0.2,x
COC(=O)C1=C(C)NC(C)=C(C(=O)OC)C1c1ccccc1OCc1c(C)no[n+]1[O-],0,1.2,12,0.0,-2.7,-9,-1,-0.7,-2
Nc1c(C(=O)O)cnc2nc(N3CCOCC3)nn12,1,x,0,0.0,-2.9,0,-2,-1.7,-9
COc1cc(CC(=O)O)ccc1O,0,0.1,5,0.0,-0.4,6,0,1.7,-6
O=C(CCc1nnc(C2CCCCC2)o1)N1CCN(c2ccccc2F)CC1,-9,x,5,-1.6,-2.3,7,0,-1.7,0
O=C(NCCOc1ccc(F)cc1)C1CCC(=O)N(CC2CCCCC2)C1 (stereo not drawn),-13,-2.6,1,-4.5,0.8,2,-1,0.2,-7
CC(=O)N(C)c1ccc(NC(=O)c2ccccc2C(=O)O)cc1,3,0.2,-6,u,0.6,5,-1,0.2,10

Pulled one by one from the entries so far (2):
canonical_smiles,BoNT-F LC inh,Mtb BioA inh,GDH-TPI inh,BoNT-A LC inh2,FadD28 binding,PrPC TRFRET,Mtb FBA inh,UGM FP inh,CCHF vOTU inh
COc1ccc(-c2nn(CCC#N)cc2/C=N/O)cc1OC,-5,x,-4,0.2,-0.1,2,0,0.9,8
COc1ccc(CCNCc2cccc(C(F)(F)F)c2)cc1OC,0,x,-9,-0.1,-4.5,-4,2,-2.1,-8

The list goes on:
canonical_smiles,BoNT-F LC inh,Mtb BioA inh,GDH-TPI inh,BoNT-A LC inh2,FadD28 binding,PrPC TRFRET,Mtb FBA inh,UGM FP inh,CCHF vOTU inh
CCOC(=O)[C@@H]1[C@H]2COc3cc(OC)ccc3[C@H]2N2C(=O)N(c3cccc(C)c3)C(=O)[C@]12C,-6,-0.1,-10,0.2,0.3,3,0,-1.5,-4
Cc1cccc(C(=O)Oc2ccc(/C=N/NC(=O)c3ccccc3O)cc2)c1,3,0.2,22,-0.6,-0.9,-1,5,-0.8,-13
Cn1ccc2c(-c3ccc(C(=O)O)cc3)cc3c(c21)C1CCC3C1 (stereo not drawn),10,3.3,x,0.0,1.1,-15,+,x,-22
CCOc1ccc2c(c1)c(C(C)=O)c(C)n2-c1ccccc1,1,4.2,21,0.4,-2.1,13,1,2.5,11
Cc1cc(C)n2nc(C(=O)NCc3ccccc3)cc2n1,-6,0.7,7,-1.7,-0.4,-1,18,-0.1,-27
CC1(C)C(=O)Nc2ccccc2N1C(=O)COC(=O)COc1cccc(C(F)(F)F)c1,u,0.9,0,-3.2,-3.0,8,1,-1.9,7
CC(=O)c1sc(-c2ccc(F)cc2F)nc1C,3,-3.3,12,-0.7,-0.4,-4,5,1.8,5
COC(=O)C(Cc1ccccc1)NC(=S)NC(=O)c1ccccc1 (stereo not drawn),4,-0.6,-6,-0.1,2.0,3,-1,0.7,17
NS(=O)(=O)c1ccc(CCNC(=O)/C=C/c2ccccc2[N+](=O)[O-])cc1,3,x,-3,0.3,-2.8,-33,1,-0.4,-6
Clc1ccc(-c2nnc3ccccn23)cc1,-2,8.8,-12,0.3,-1.5,-4,20,0.5,2
Cc1cc(Br)ccc1NC(=O)C1CSC2(C)CCC(=O)N12 (stereo not drawn),5,0.1,-2,0.0,-2.0,5,0,-0.7,-2
CC1CCN(C(=O)COC(=O)c2ccc3c(c2)OCCO3)CC1,1,-0.6,-2,0.2,-0.8,2,0,0.0,-1
CC[n+]1oc(-c2ccccc2)cc1C,-7,x,5,-1.2,-2.8,-6,0,-0.8,-3
Cc1cc(C)n2nc(SCC(=O)NC3(C#N)CCCCC3)nc2n1,11,0.7,3,0.3,1.7,-3,4,x,-14
CN(C)/C(=C\C(=O)c1ccccc1)C(=O)c1ccccc1,-7,x,22,-0.1,-1.0,1,-2,x,2
CC(OC(=O)c1cc(Cl)ccc1[N+](=O)[O-])C(=O)NC(C)c1ccc(F)cc1 (stereo not drawn),-1,x,8,-0.3,0.6,-14,1,1.2,6
CSc1cc(-c2ccccc2)n(Cc2ccc(Cl)cc2Cl)c(=O)c1C#N,2,-1.2,1,0.0,-1.1,-5,-1,1.4,5
CN(C)CCCN1C(=O)CSC1c1ccccc1 (stereo not drawn),-5,0.3,-1,-0.5,-0.5,7,1,0.9,2
O=C(NC1CCOC1=O)OCc1ccccc1 (stereo not drawn),-6,-2.2,7,0.3,-2.6,-3,3,x,0
CCc1ccccc1NC(=O)Nc1cccs1,-1,x,9,0.4,0.8,0,8,-1.2,9
Cc1cccc(Cc2c(C)nc3c(C(=O)N4CCN(Cc5ccc6c(c5)OCO6)CC4)cnn3c2C)c1,-3,0.0,12,0.5,-3.7,-4,17,x,9
CC(C)Cc1nnc(NC(=O)CCC(=O)Nc2ccc(F)cc2)s1,x,-0.3,7,x,-1.5,4,4,-0.3,-9
CN(C)C(=O)COC(=O)c1ccccc1Nc1ccc(SC(F)F)cc1,1,x,2,-0.3,-1.4,3,3,0.5,4
COc1ccccc1C(=O)C1CCCN(Cc2ccc3c(c2)OCCO3)C1 (stereo not drawn),-10,-0.5,2,0.1,0.2,7,0,0.0,1
COc1ccc(CNc2nnnn2C)cc1,-17,-1.1,4,3.2,-1.6,2,3,3.9,-12
CC(=O)c1ccc(OCCCC(=O)Nc2ccc3c(c2)OCCO3)cc1,-9,1.5,-5,0.0,-3.2,3,4,-7.6,-1
C=CCNC(=O)c1sc(SC)cc1-c1ccc(Cl)cc1,-8,0.5,5,-0.4,-4.3,-123,3,-0.6,14
O=C(O)CCC(=O)Nc1ccc(Cc2ccc(NC(=O)CCC(=O)O)cc2)cc1,28,0.2,1,1.2,-0.3,4,3,-1.2,-3
Nc1ccc(Cl)cc1/C(=N/O)c1ccccc1,-3,-1.0,2,-0.8,0.2,4,4,-0.1,2
O=C(COC(=O)c1ccc(CO)cc1)Nc1ccc2ccccc2c1,0,-1.7,13,-0.6,-0.2,6,-1,0.5,-11
CCC1(COC(NC(=O)c2cccnc2)(C(F)(F)F)C(F)(F)F)COC1,9,-1.1,3,-0.7,-0.2,3,2,1.3,7
O=C(CNC(=O)c1ccc(Cl)cc1)c1ccc(Br)cc1,-21,-0.3,-5,-1.6,-4.2,5,4,0.6,-7
Cc1c(C(=O)NCc2ccco2)cccc1[N+](=O)[O-],3,x,7,0.0,-2.1,-2,-1,3.1,16
O=C(COC(=O)c1cccc(OC(F)F)c1)Nc1cc(S(=O)(=O)N2CCCC2)ccc1Cl,0,-1.1,-6,0.4,-4.1,7,-4,x,1
Cc1ccc(NC(=O)c2ncn(CC(=O)N[C@H](CO)Cc3c[nH]c4ccccc34)n2)cc1C,-1,0.5,1,-0.6,-0.4,1,-1,x,-4
Cc1ccc(CNC(=O)COC(=O)c2cnccn2)cc1,-6,x,-1,0.7,-0.8,x,-1,2.5,x
O=C(CCNS(=O)(=O)c1ccc(Cl)cc1)NCc1cccs1,-6,-0.9,3,0.8,-0.9,10,4,-2.3,-2
Clc1cccc(-c2nc(NCC3CCCO3)c3ccccc3n2)c1 (stereo not drawn),-2,x,-4,-0.9,-5.3,4,1,-1.8,10
O=C(NC1CCCCCC1)c1ccc2nc3cc(Cl)ccc3c(=O)n2c1,0,x,7,2.1,-0.6,2,3,4.2,-20
CC1Sc2ccc(C(=O)Nc3cc(S(C)(=O)=O)ccc3Cl)cc2NC1=O (stereo not drawn),8,1.6,2,0.0,-0.9,5,0,-3.4,6
O=C(Nc1ccccc1)c1ccc2nc(-c3ccco3)c(-c3ccco3)nc2c1,24,0.4,11,u,u,-16,1,4.4,48*
N#C/C(=C\c1ccc(OC(=O)c2ccc(Cl)s2)cc1)c1nc2ccccc2[nH]1,-2,x,11,0.1,-5.3,-3,2,-4.3,7
COc1ccc(/C(O)=C2/C(=O)C(=O)N(CC3CCCO3)C2c2ccc(O)c(OC)c2)cc1 (stereo not drawn),-4,x,4,0.2,-1.9,8,1,2.5,16
CN(C(=O)COC(=O)c1ccc(Cl)c(S(=O)(=O)N2CCCCCC2)c1)C1CCS(=O)(=O)C1 (stereo not drawn),-3,-0.9,6,-0.2,-3.0,0,-3,1.5,-11
Oc1ccc(C[C@H]2CN([C@@H](Cc3cccc(O)c3)CN3CCC[C@@H]3CN3C(=S)NC[C@@H]3Cc3ccccc3)C(=S)N2CC2CCCCC2)cc1,1,-9.6,x,0.1,-2.1,6,1,x,7
CC(OC(=O)C1CCN(S(=O)(=O)c2ccc(Cl)cc2)CC1)C(=O)N1CCc2ccccc21 (stereo not drawn),1,2.1,-6,-0.5,-4.4,-1,0,-1.7,0
Clc1cccc(CNc2ccn3nc(-c4cccc(Cl)c4)cc3n2)c1,-1,-1.9,8,0.1,-13,4,13,x,2
CCn1c(SCC(=O)N2CCCC(C)C2)nc2c1c(=O)n(C)c(=O)n2C (stereo not drawn),-2,0.1,-5,1.7,-2.6,4,-6,1.0,5
COc1ccc(C(=O)N=c2sc3ccccc3n2C)cc1,-1,-1.9,15,0.2,-2.0,1,5,-2.3,-6
COc1cc(N=c2ssnc2Cl)c(OC)cc1Cl,-5&0,-0.2&1.9,10&3,-0.1&2.0,0.0&-0.8,5&0,2&-2,-0.3&0.4,8&13
CCC(Sc1nc(=O)cc(N)n1-c1ccccc1)C(=O)Nc1cc(C)on1 (stereo not drawn),5,-0.4,3,0.8,-0.2,0,-1,-1.2,-21
COc1cccc(OC)c1C(=O)OCC(=O)N(c1ccccc1)C1CCCCC1,-8,-3.5,12,0.5,-3.1,-4,5,-1.6,10
O=C(Nc1cccc2ccccc12)c1ccc2sc([C@H]3C[C@H](O)[C@@H](CO)O3)nc2c1,0,1.7,-2,-0.2,-3.9,-14,-3,x,0
COc1ccc(C)cc1NC(=O)C(Sc1nnc(Nc2cc(C)ccc2OC)s1)c1ccccc1 (stereo not drawn),-6,-0.6,1,-0.4,-2.9,-4,-1,2.1,16
